From PubChem BioAssay
MITF act: activators of MITF-driven TRPM1 promoter reporter, primary screen, cell-based, SK-MEL-5, luciferase, single point | SK-MEL-5 TRPM1-promoter luciferase, 24 h; % of positive control, neutral wells = 0 | AID 588334, 2011 | 300,000 compounds, 0.75% hits | activation, % at 12.5 µM;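 active = mean activation of at least 80% with every replicate also reaching 80%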;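 also: 0% = neutral control wells and 100% = parthenolide positive control wells; values of inactives mirror those of a sister screen read the other way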
PvdQ inh: P. aeruginosa PvdQ acylase inhibitors, primary screen, biochemical, fluorescence, plate reader and imaging, single point; inhibition, % at 10 µM; PvdQ acylase [Pseudomonas aeruginosa LESB58]; 340,000 compounds, 0.063% hits; purified PvdQ acylase; in the data active = inhibition above about 30%, passing the limit was not always enough;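 also: 0% = vehicle neutral wells and 100% = reference inhibitor wells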
V-ATPase pHluor: regulators of yeast V-ATPase proton pumping, primary screen, pHLuorin cytosolic pH fluorescence | S. cerevisiae | response, % at 10 µM | 350,000 compounds, 0.37% hits; in the data active = response mostly above about 7.3%, no sharp cut-off; inactive = mostly below about 5.4%; also: actives read high; inactives centre near 0; some compounds called inactive have numbers as strong as hits; reference of the scale not given here
HTR5A inv ctr: HTR5A inverse agonists in luminescence cell assay, primary screen, counter-screen for OPRM1-OPRD1 heterodimer inverse agonist project, full-deck HTS. 5-hydroxytryptamine receptor 5A (Homo sapiens), P47898. HTR5A cell line, inverse agonism. inhibition, % at 9.3 µM. 340,000 compounds, 0.083% hits; in the data active = inhibition mostly above about 23%, no sharp cut-off; inactive = mostly below about 18%;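 also: 0% = cells with DMSO and 100% = no-cell wells with DMSO; some compounds called inactive have numbers as strong as hits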
Target sequence (P47898 whole entry, looked up): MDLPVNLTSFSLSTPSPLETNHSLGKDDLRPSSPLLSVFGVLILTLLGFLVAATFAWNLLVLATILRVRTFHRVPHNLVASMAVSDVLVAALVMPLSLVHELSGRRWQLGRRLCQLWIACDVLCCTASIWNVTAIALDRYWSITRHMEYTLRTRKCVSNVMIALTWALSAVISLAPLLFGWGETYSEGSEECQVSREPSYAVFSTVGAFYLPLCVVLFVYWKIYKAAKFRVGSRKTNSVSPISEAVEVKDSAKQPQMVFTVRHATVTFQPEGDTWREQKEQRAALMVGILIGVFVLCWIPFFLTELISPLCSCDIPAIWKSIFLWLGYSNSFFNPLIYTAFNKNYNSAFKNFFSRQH
NSD2 HMT inh: NSD2 histone methyltransferase inhibitors, primary screen, biochemical, AlphaScreen, single concentration, set 2. AID 743445, 2014. Histone-lysine N-methyltransferase NSD2 (Homo sapiens), O96028. inhibition, % at 12.5 µM. NSD2 peptide methylation, 120 min. 310,000 compounds, 0.54% hits; in the data active = inhibition above about 50%
CDK5 p35 inh: inhibitors of human CDK5/p35 kinase, primary screen, biochemical, single concentration; Cyclin-dependent kinase 5 (Homo sapiens) + Cyclin-dependent kinase 5 activator 1 (Homo …; AID 488839, 2010; Recombinant CDK5/p35, ADP-Glo luminescence, 60 min; 330,000 compounds, 0.01% hits; inhibition, % at 10 µM;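 active = highest replicate inhibition of at least 50% and at least 75% of replicates reaching 50%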;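 also: plate controls were DMSO neutral control for no effect and GW8510 at 10 µM for full effect; many of its hits are not listed in these tables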
Target sequence (Q00535 whole entry, looked up): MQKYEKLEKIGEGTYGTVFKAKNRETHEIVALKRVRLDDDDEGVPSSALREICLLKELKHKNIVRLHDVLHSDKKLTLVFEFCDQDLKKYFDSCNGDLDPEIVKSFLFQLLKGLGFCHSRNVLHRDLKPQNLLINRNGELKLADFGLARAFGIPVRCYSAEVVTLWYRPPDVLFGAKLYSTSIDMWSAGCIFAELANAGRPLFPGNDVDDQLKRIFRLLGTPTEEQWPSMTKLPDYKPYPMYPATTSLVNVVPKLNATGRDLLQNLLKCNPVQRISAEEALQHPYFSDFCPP
Target sequence (Q15078 whole entry, looked up): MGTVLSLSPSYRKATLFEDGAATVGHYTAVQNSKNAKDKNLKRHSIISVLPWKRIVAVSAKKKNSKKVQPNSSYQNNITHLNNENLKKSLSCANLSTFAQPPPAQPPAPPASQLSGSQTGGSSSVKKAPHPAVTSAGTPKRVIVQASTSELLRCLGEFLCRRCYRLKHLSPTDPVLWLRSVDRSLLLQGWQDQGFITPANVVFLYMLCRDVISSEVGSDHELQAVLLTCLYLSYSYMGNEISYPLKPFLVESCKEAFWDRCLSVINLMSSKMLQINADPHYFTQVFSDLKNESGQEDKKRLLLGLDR
HTR5A ag: HTR5A agonists in luminescence cell assay, primary screen, counter-screen for OPRM1-OPRD1 heterodimer agonist project, full-deck HTS | cell-based | activation, % at 9.3 µM | 340,000 compounds, 0.61% hits | AID 504692, 2011; in the data active = activation mostly above about 9.5%, no sharp cut-off; inactive = mostly below about 7.6%;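 also: 0% = cells with vehicle only and 100% = reference agonist; strong numbers were not always called active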
dFosB act: activators of delta FosB homodimer, primary screen, biochemical, fluorescence polarization, TAMRA-CDK5 oligo, single point; purified delta FosB; percent of positive-control signal above neutral wells; 340,000 compounds, 0.99% hits; activation, % at 25 µM; Protein FosB (Mus musculus), P13346;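 active = mean activation above about 17%, with every replicate also reaching it, limit read from the data, passing the limit was not always enough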;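 also: fluorescence polarization rise as delta FosB binds a TAMRA Cdk5 AP-1 oligo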
SR-BI DiI inh: inhibitors of SR-BI mediated HDL lipid uptake, primary screen, ldlA[mSR-BI] cells, fluorescence, single point; ldlA[mSR-BI] CHO cells, DiI-HDL uptake fluorescence, 3 h; 320,000 compounds, 0.96% hits; Scavenger receptor class B member 1 (Mus musculus), Q61009; inhibition, % at 12.5 µM;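 active = mean replicate inhibition of at least 70% and a set share of replicates each scoring 70 or more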;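 also: 0% = median of neutral control wells and 100% = median of positive control wells; values of inactives mirror those of a sister screen read the other way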
Wnt act: Wnt/beta-catenin pathway activators, primary screen, cell-based, plate reader, single point; activation, % at 9.35 µM; Wnt/beta-catenin reporter cell assay, activator; AID 743398, 2014; 300,000 compounds, 1.2% hits; in the data active = activation above about 30%, passing the limit was not always enough;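 also: 0% = neutral control wells and 100% = positive control wells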
* hit, by the source's call; · = not tested or not shown.

1) CCNc1nc(Cl)nc(N(NC(C)=O)C(C)CC)n1 (stereo not given)
2) COc1cc(S(=O)(=O)N2CC(=O)Nc3ccccc32)ccc1NC(C)=O
3) CCN(CC)C(=O)C(=O)c1ccn(-c2c(C)csc2C(=O)OC)c1
4) O=C(Nc1c(Cl)cccc1Cl)C1CCC1
5) Cc1ccc(OCC(=O)NCC(=O)n2nc(C)cc2C)cc1
6) CCOC(=O)C1CC2=C(CCCC2=O)N(Cc2ccccc2)C1=O (stereo not given)
7) COc1cc(/C=N/NC(=O)c2cccc3ccccc23)cc(OC)c1OC
8) CCSC1=N/C(=C\c2ccc(C(=O)O)cc2)C(=O)S1

screen / no.,1,2,3,4,5,6,7,8
MITF act,-5,-15,0,9,6,5,-11,-3
PvdQ inh,7,-11,10,0,-12,-15,-14,-14
V-ATPase pHluor,-4,8,-10,0,3,-3,-1,-1
HTR5A inv ctr,2,13,5,-19,6,-17,7,-3
NSD2 HMT inh,3,-3,2,-1,-2,·,0,-2
CDK5 p35 inh,1.1,-0.8,-0.9,-0.4,-0.5,-0.2,-0.3,0.9
HTR5A ag,-1,7,-2,2,-2,5,-2,1
dFosB act,1,-1,-1,1,-6,-4,-8,-2
SR-BI DiI inh,1,-15,-10,5,-1,-13,14,-11
Wnt act,·,-1,-3,·,0,-1,-2,-1

9) COc1ccc(/C=N/n2c(SC)nnc2-c2ccccc2)c(OC)c1OC
10) CCOC(=O)/C(=N\Nc1cc(Cl)ccc1Cl)N1CCOCC1
11) CCc1cccc(CC)c1N(COC)C(=O)Cn1c(CO)nc2ccccc21
12) CC(=O)NCC(=O)NC1CCCc2c1cnn2-c1ccccc1F (stereo not given)
13) Cc1nc(SCC(=O)N(CC(C)C)C2CCS(=O)(=O)C2)c2ccccc2n1 (stereo not given)
14) COc1ccc(NC(=O)N2CC(C)OC(C)C2)cc1OC (stereo not given)
15) CC(=Nc1ccccc1)C1=C(O)CCCC1=O
16) COc1ccc(C(=O)NCC(C)NC(=O)c2ccc(OC)cc2)cc1 (stereo not given)

screen / no.,9,10,11,12,13,14,15,16
MITF act,-16,0,·,-2,-22,0,-1,·
PvdQ inh,-8,10,-11,-14,-3,-2,-1,-2
V-ATPase pHluor,0,-1,2,-2,-1,-4,-1,1
HTR5A inv ctr,-2,10,·,-11,31,2,-18,-9
NSD2 HMT inh,2,-3,-1,-3,-6,1,-4,-6
CDK5 p35 inh,-1.5,0.8,0.3,-0.3,-0.7,-1.2,0.2,-1.6
HTR5A ag,1,-4,·,3,-3,-6,-1,-2
dFosB act,4,1,-5,3,-1,5,0,0
SR-BI DiI inh,46,48,-15,-8,-7,-11,11,-8
Wnt act,·,-2,-8,-1,0,·,0,-3

17) O=C(Nc1nnc(C2=COCCO2)o1)c1ccc(S(=O)(=O)N2CCCC2)cc1
18) N#C/C(=C\c1ccc(O)c(O)c1)C(=O)Nc1ccccc1
19) COc1ccc(Cc2nc3ccc(C(=O)NCC4COCCO4)cc3o2)cc1 (stereo not given)
20) Cc1ccc(S(=O)(=O)N(CC(=O)N/N=C/c2ccc(F)cc2)c2cccc3cccnc23)cc1
21) CC(C)CNC(=O)CSc1nnc2ccccn12
22) COC(=O)C(NC(=O)c1ccccc1)=C1CCCCC1
23) S=C(NC1CCCCC1)N1CCN(c2ccccn2)CC1
24) CCC(C)Nc1nc(-c2c[nH]c3ccccc23)cs1 (stereo not given)

screen / no.,17,18,19,20,21,22,23,24
MITF act,6,30,3,-6,-2,5,-1,-8
PvdQ inh,-9,-4,14,-7,-6,-17,-7,2
V-ATPase pHluor,-1,0,2,1,2,1,0,-2
HTR5A inv ctr,-10,13,-2,4,10,-14,-10,-4
NSD2 HMT inh,-1,·,1,0,-1,-1,-3,·
CDK5 p35 inh,-1.1,-0.6,0.4,0.3,1.8,0.6,-2.2,1.5
HTR5A ag,4,-4,2,-3,-2,3,3,2
dFosB act,-4,-6,-9,0,-1,6,-11,-8
SR-BI DiI inh,-26,12,-5,12,-10,-14,-9,15
Wnt act,0,5,-1,·,-1,·,3,-7

25) COc1cc(OC)c(S(=O)(=O)NCc2cccnc2)cc1NC(C)=O
26) CC(C)(C)OC(=O)NCCCC[C@H](NC(=O)[C@H](Cc1c[nH]c2ccccc12)NC(=O)OCc1ccccc1)C(=O)O
27) CC(C)=CCc1c(O)cc(O)c2c(=O)c(O[C@@H]3O[C@@H](C)[C@H](O)[C@@H](O)[C@H]3O)c(-c3ccc(O)cc3)oc12
28) COc1ccc(-n2c(SCC(=O)Nc3ccc(C(N)=O)cc3)nc3c([nH]c4ccccc43)c2=O)cc1OC
29) Cc1cc(C)n2nc(/C(C#N)=C/c3ccccn3)c(C#N)c2n1
30) Cc1ccc(CNC(=O)c2ccc(Br)o2)cc1
31) Fc1ccc(NCc2nnc(SCc3nnc(-c4ccccc4)o3)n2CC2CCCO2)cc1 (stereo not given)
32) CCOC(=O)COc1ccc(S(=O)(=O)Nc2ccc3c(c2)OCO3)cc1

screen / no.,25,26,27,28,29,30,31,32
MITF act,-8,-5,-6,-23,-7,2,·,-4
PvdQ inh,-5,-14,0,2,10,-9,-7,-18
V-ATPase pHluor,-1,3,3,5,3,-1,0,-2
HTR5A inv ctr,-6,-4,13,7,-4,-35,-3,1
NSD2 HMT inh,-1,12,·,-1,-8,·,5,-3
CDK5 p35 inh,1.3,1.5,4.4,0.2,0.7,-1.2,1.5,-0.6
HTR5A ag,2,1,4,-3,1,0,1,7
dFosB act,-2,-5,2,14,6,-2,-16,-11
SR-BI DiI inh,-15,-7,-1,4,17,-11,2,-19
Wnt act,-1,-1,·,0,4,0,-4,·

33) COc1cccc(CN2CCNC(=O)C2CC(=O)N(C)CC2CCOCC2)c1 (stereo not given)
34) Cc1ccc(C(=O)Nc2cccc([N+](=O)[O-])c2)cc1S(=O)(=O)Nc1ccc(NC(=O)c2ccccc2)cc1
35) O=C(CN(C(=O)CNC(=O)c1cccs1)c1ccc(F)cc1)NC1CCCC1
36) COc1ccc(C(=O)Nc2ccc(NC(=O)c3cc(OC)c(OC)c(OC)c3)cn2)cc1
37) O=C(Cn1cnc2c(cnn2-c2ccc(F)cc2)c1=O)N1CCCc2ccccc21
38) CC(=O)/C(=C/c1ccccc1)C(=O)Nc1ccccc1C
39) C[C@H]1COC(=O)CCC/C=C\C[C@H](CC(=O)N(CCO)Cc2ccccc2)C(=O)N1
40) O=C(CCCc1nc2ccccc2s1)Nc1nccs1

screen / no.,33,34,35,36,37,38,39,40
MITF act,13,-1,1,-6,14,-41,2,·
PvdQ inh,-15,-5,-9,-19,-3,12,-8,-8
V-ATPase pHluor,-1,-1,5,-1,1,-1,1,0
HTR5A inv ctr,-15,-4,17,-20,-4,14,9,9
NSD2 HMT inh,6,-3,1,4,-3,13,·,·
CDK5 p35 inh,1.4,-1.4,-1.5,-4.4,-0.3,-0.1,0.6,0.0
HTR5A ag,7,1,-6,-1,1,-5,-2,2
dFosB act,-8,10,-7,-14,-5,-2,0,-3
SR-BI DiI inh,-4,24,·,77*,40,-2,-13,22
Wnt act,8,·,-1,2,·,-5,0,8

41) CC12CCC(C(=O)NCCCn3ccnc3)(OC1=O)C2(C)C (stereo not given)
42) CCC(=O)c1ccc(OCc2ccc(C(=O)c3ccccc3)cc2)cc1
43) O=C(NN1C(=O)C2CC=C(Cl)CC2C1=O)c1ccncc1 (stereo not given)
44) CC(C)(C)OC(=O)NNC(=S)NCc1ccc(Cl)cc1
45) CC1CCCCC1NC(=O)c1ccc(CNc2c(N3CCCC3)c(=O)c2=O)cc1 (stereo not given)
46) Cc1nc(CNC(=O)c2cc(COc3c(F)cccc3F)on2)cs1
47) CCOCC(=O)Nc1ccc([N+](=O)[O-])cc1Cl
48) Cc1nn(CC(=O)N(C)Cc2ccc(F)cc2)c(C)c1[N+](=O)[O-]

screen / no.,41,42,43,44,45,46,47,48
MITF act,0,-15,0,-1,·,0,21,0
PvdQ inh,-2,-9,-6,-3,-8,-8,7,5
V-ATPase pHluor,-2,5,1,-8,1,0,1,1
HTR5A inv ctr,-7,-5,6,1,-8,10,·,20
NSD2 HMT inh,1,10,22,-3,·,-9,-1,2
CDK5 p35 inh,0.9,0.5,-1.9,-0.5,-0.5,-0.2,-0.1,0.4
HTR5A ag,7,2,-2,-1,3,0,·,2
dFosB act,-2,-9,-3,-9,-1,-9,0,5
SR-BI DiI inh,-27,-18,-6,-14,12,3,-28,-28
Wnt act,0,0,-1,·,0,3,0,·

49) COc1ccc([C@@H]2[C@@H]3C(=O)N(C(C)(C)C)C(=O)[C@@H]3[C@]3(Cc4ccccc4)C(=O)N(c4ccc(C)cc4)C(=O)N23)cc1
50) S=c1nc(-c2ccccc2Br)[nH][nH]1
51) COc1ccc(S(=O)(=O)N2CCOC2CNC(=O)C(=O)NCCCN2CCOCC2)cc1 (stereo not given)
52) O=C1NC(=O)C2(CCCCCCCCCCC2)N1
53) CC1CCC2(CC1)NC(=O)N(CC(=O)Nc1ccccc1-c1ccccc1)C2=O (stereo not given)
54) Cc1cc(S(=O)(=O)N2CCN(c3ccccc3C)CC2)ccc1F
55) COc1ccc(-n2c(SCC(=O)N/N=C/c3ccccc3OCC(=O)O)nc3ccccc3c2=O)cc1

screen / no.,49,50,51,52,53,54,55
MITF act,9,14,1,-7,0,-11,2
PvdQ inh,-7,0,-8,-15,-3,-8,1
V-ATPase pHluor,-4,-1,1,2,3,-4,-5
HTR5A inv ctr,-26,-13,-21,-8,0,-9,-25
NSD2 HMT inh,·,1,-5,-4,-1,-7,·
CDK5 p35 inh,-0.1,2.8,1.4,0.6,0.7,0.6,-0.6
HTR5A ag,-5,2,3,3,6,3,2
dFosB act,-4,-2,-5,-3,-20,-7,-1
SR-BI DiI inh,-7,8,-13,-15,-6,1,·
Wnt act,2,-3,2,-1,-1,-2,-6

6 entries drawn at random from those above, as already listed:
39) C[C@H]1COC(=O)CCC/C=C\C[C@H](CC(=O)N(CCO)Cc2ccccc2)C(=O)N1
14) COc1ccc(NC(=O)N2CC(C)OC(C)C2)cc1OC (stereo not given)
34) Cc1ccc(C(=O)Nc2cccc([N+](=O)[O-])c2)cc1S(=O)(=O)Nc1ccc(NC(=O)c2ccccc2)cc1
53) CC1CCC2(CC1)NC(=O)N(CC(=O)Nc1ccccc1-c1ccccc1)C2=O (stereo not given)
35) O=C(CN(C(=O)CNC(=O)c1cccs1)c1ccc(F)cc1)NC1CCCC1
32) CCOC(=O)COc1ccc(S(=O)(=O)Nc2ccc3c(c2)OCO3)cc1

screen / no.,39,14,34,53,35,32
MITF act,2,0,-1,0,1,-4
PvdQ inh,-8,-2,-5,-3,-9,-18
V-ATPase pHluor,1,-4,-1,3,5,-2
HTR5A inv ctr,9,2,-4,0,17,1
NSD2 HMT inh,·,1,-3,-1,1,-3
CDK5 p35 inh,0.6,-1.2,-1.4,0.7,-1.5,-0.6
HTR5A ag,-2,-6,1,6,-6,7
dFosB act,0,5,10,-20,-7,-11
SR-BI DiI inh,-13,-11,24,-6,·,-19
Wnt act,0,·,·,-1,-1,·
